# Source: PubChem BioAssay
# ATXN2 expr inh: ATXN2 expression inhibition | HEK-293 ATXN2-luciferase reporter, luminescence, 24 h | Potency, µM (series often up to 57 µM), without a hit: top-dose activity change, negative = inhibition, usual class: inhibitors | hit rate 0.72% among 360,000; also: % is scaled to controls: 0 for no effect and ±100 for the full control effect; nearly all actives have a fitted effect of over 55% in size
#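 qHTS (up to 57 uM final) was run with 24 h compound exposure of reporter cells at 37 °C. Each well was multiplexed: SteadyGlo luminescence measured ATXN2-luciferase expression after a fluorogenic Gly-Phe-AFC viability readout (25 uM final).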
# Nrf2 ARE act: activates Nrf2 signaling | AREc32 ARE-luciferase reporter (MCF7-derived line), luminescence, 24 h | Potency, µM (series often up to 46.1 µM), for the others: at the top dose activation, hits mostly activators | hit rate 0.31% among 410,000; also: % of control where 0% means no effect; nearly all actives have a fitted effect of over 65% in size
#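 ARE-driven firefly luciferase activity in AREc32 cells measured after a 24 hr compound exposure at 37 deg C, using Steady-Glo reagent and a 30 min room-temperature hold.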
# EPAC2 antagonist: blocks human EPAC2 exchange factor. EPAC2 GEF exchange of Rap1B-BODIPY-GDP, fluorescence. Potency, µM (series often up to 114 µM), for inactives: at the top dose activity, negative = inhibition, hits mostly inhibitors. hit rate 0.18% among 360,000. AID 720708; also: % is scaled to controls: 0 for no effect and ±100 for the full control effect; nearly all actives have a fitted effect of over 45% in size; many of its hits are not listed in these tables
# Target sequence (Q8WZA2 whole entry, looked up): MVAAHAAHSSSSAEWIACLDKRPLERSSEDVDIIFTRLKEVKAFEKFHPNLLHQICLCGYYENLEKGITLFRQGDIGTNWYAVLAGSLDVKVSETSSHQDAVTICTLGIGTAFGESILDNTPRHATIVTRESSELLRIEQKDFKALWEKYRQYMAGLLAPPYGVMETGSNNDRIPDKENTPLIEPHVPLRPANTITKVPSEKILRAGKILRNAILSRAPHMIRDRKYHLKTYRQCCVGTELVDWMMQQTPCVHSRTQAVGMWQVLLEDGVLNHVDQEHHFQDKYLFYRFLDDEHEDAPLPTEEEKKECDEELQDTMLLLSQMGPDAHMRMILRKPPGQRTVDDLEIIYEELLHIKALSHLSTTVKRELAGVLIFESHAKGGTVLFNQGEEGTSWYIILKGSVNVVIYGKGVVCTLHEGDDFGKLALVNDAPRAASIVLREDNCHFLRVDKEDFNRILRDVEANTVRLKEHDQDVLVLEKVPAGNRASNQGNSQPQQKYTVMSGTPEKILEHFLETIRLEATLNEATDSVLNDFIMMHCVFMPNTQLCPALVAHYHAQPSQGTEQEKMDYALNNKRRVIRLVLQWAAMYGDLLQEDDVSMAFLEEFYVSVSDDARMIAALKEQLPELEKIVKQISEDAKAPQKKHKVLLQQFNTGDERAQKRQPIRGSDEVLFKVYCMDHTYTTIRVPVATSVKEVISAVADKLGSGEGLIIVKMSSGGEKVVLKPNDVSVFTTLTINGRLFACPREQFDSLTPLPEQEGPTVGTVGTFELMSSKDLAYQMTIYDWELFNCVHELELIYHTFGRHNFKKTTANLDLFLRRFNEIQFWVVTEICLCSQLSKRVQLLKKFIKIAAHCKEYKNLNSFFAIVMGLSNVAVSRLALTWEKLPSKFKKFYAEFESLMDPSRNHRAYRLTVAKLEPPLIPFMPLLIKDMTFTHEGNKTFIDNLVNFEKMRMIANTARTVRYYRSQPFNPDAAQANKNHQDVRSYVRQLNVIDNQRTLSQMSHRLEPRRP
# Nrf2 inh: inhibitors of Nrf2 signaling; AID 504444; A549 ARE-Fluc reporter, luciferase luminescence, 18-24 h; Potency, µM (titrated, usually from 46 µM), inactives show at the top dose activity change, negative = inhibition, hits mostly inhibitors; hit rate 2.1% among 360,000; also: % is scaled to controls: 0 for no effect and ±100 for the full control effect; nearly all actives have a fitted effect of over 60% in size
#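 Two sequential reads on A549 ARE_Fluc cells exposed to compound for 18-24 h: a CellTiter-Fluor fluorescence read for viability, then a luciferase luminescence read for Nrf2/ARE activity.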
# ATXN viability: cell viability loss in ATXN counter-screen; AID 651635; S2 cells (HEK-293 line with an ATXN2-luciferase reporter) viability, CellTiter-Fluor protease fluorescence, 24 h; hit rate 0.49% among 400,000; Potency, µM (doses to about 56.7 µM), actives largely listed as cytotoxic; also: nearly all actives have a fitted effect of over 40% in size
# MCF10A rereplic: inducers of DNA re-replication in MCF 10A breast cells; MCF 10A DNA re-replication, Hoechst nuclear intensity, 48 h; Potency, µM (series often up to 46.1 µM), without a hit: at the highest dose activity, positive = re-replication, hits mostly activators; hit rate 2.9% among 350,000; AID 624296; also: % of control where 0% means no effect; nearly all actives have a fitted effect of over 50% in size
# A549 tox: kills or reduces viability of A549 cells in Nrf2 counter-screen | A549 ARE-Fluc cells, CellTiter-Fluor viability, 18-24 h | Potency, µM (highest dose often 46 µM), for inactives: top-dose activity change, negative = cytotoxicity, actives largely listed as inhibitors | hit rate 0.16% among 390,000; also: % is scaled to controls: 0 for no effect and ±100 for the full control effect
#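 A549 ARE_Fluc cells in 5% FBS OPTI-MEM were exposed to compounds in concentration-response for 18-24 h at 37 deg C. Viability was read by CellTiter-Fluor fluorescence (Ex 405/Em 525) after 30 min, before the luciferase read.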
# TGFb SMAD3 inh: TGF-b pathway inhibition | HepG2 CAGA-GFP TGF-b/SMAD3 reporter, GFP fluorescence, 18 h; TGF-beta stimulated, 500 pg/mL final | Potency, µM (highest dose often 46.1 µM), without a hit: at the top dose activity, negative = inhibition, actives largely listed as inhibitors | hit rate 1.2% among 410,000; also: % is scaled to controls: 0 for no effect and ±100 for the full control effect; nearly all actives have a fitted effect of over 65% in size
#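 First, reporter cells (HEPG2 CAGA-GFP) rested 2 h at 37 degrees C. Next, compounds were pinned in and TGF-beta added to 500 pg/mL final. After 18 h, GFP was imaged per cell and summed per well.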
# HepG2 viability: kills HepG2 cells in TGF-b inhibitor counter-screen; HepG2 CAGA-GFP viability, ATP luminescence, 18 h; Potency, µM (doses to about 46.1 µM), for the others: at the highest dose activity change, negative = cytotoxicity, most hits filed as cytotoxic; hit rate 0.76% among 410,000; also: some results filed as inactive show a strong effect at the top dose
#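 CellTiter-Glo luminescence gave cytotoxicity after 18 hours at 37 degrees C. The cells were HepG2 CAGA-GFP in 1% FBS DMEM, stimulated with 500 pg/mL TGF-beta after compound addition. %Activity was normalised to no-cell wells (complete cell-killing) and DMSO (no toxicity), and curves were fitted and classified.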
# * = called active by the depositor; i = inactive; u = inconclusive; x = no result given; [ ] = remark or other dose. Calls follow the shape of the dose curve; as a rule, active = well fitted curve in the direction sought with a large enough effect; inconclusive = small, poorly fitted or top-dose-only effect, or another doubt; inactive = no such curve, though single readings can be large; an effect the other way counts as inactive or inconclusive. Potency is read from the fitted curve at half-maximal effect. A portion of the library. The share of hits here may be higher or lower than overall.
1	Cc1cc(C)cc(OCC(=O)Nc2nonc2-c2ccc(Br)cc2)c1
2	CCCCn1c(=O)n(-c2cc(OC)ccc2OC)c(=O)c2c3c(sc21)CN(C(C)=O)CC3
3	COc1ccc(OC)c(C(=O)NC(CC(N)=O)c2ccc(N3CCC(N4CCCC4)CC3)c([N+](=O)[O-])c2)c1 (stereo not drawn)
4	COc1ccc(/C=N/NC(=O)c2ccc(C)cc2)cc1CN1CCN(c2ccc(F)cc2)CC1
5	CC(C)CCN(C(=O)c1ccccn1)c1c(N)n(Cc2ccccc2)c(=O)[nH]c1=O
6	O=c1oc2ccc3ccccc3c2cc1-c1nnc(Nc2cc(C(F)(F)F)ccc2Cl)s1
7	CC(=O)Nc1ccc(-c2csc(N/N=C\c3ccncc3)n2)cc1
8	O=C(OC1CCOC1=O)c1ccc(Cl)c(S(=O)(=O)N2CCOCC2)c1 (stereo not drawn)
compound no.	1	2	3	4	5	6	7	8
ATXN2 expr inh	5%	1%	-4%	-11%	-2%	4%	12%	7%
Nrf2 ARE act	2.6%	16%	2.1%	-0.7%	-0.3%	-0.7%	5.7%	-0.6%
EPAC2 antagonist	x	x	-1%	-10%	36%[activator]	x	-3%	1%
Nrf2 inh	0%	8%	7%	3%	-2%	x	-12%	1%
ATXN viability	i	i	i	i	i	i	i	i
MCF10A rereplic	x	x	-4%	9%	-2%	x	13%	3%
A549 tox	5%	1%	3%	8%	-7%	-1%	-2%	1%
TGFb SMAD3 inh	1%	-13%	-9%	u	15%	56%[activator]	-2%	9%
HepG2 viability	-3%	-34%	-16%	-10%	8%	-4%	4%	-10%

9	COc1ccc(S(=O)(=O)N2CCc3ccccc32)cc1C(=O)OCc1c(C)noc1C
10	O=C(CSc1nc2ccccc2n1Cc1ccccc1Cl)NCc1ccccc1
11	COC(=O)c1ccc(COc2ccccc2/C=C(\C#N)C(=O)Nc2c(C)cccc2C)cc1
12	C=CCn1c(SCc2nc3ccccc3c(=O)[nH]2)nc2ccccc2c1=O
13	Cc1ccc(C)c(NC(=S)NC(NC(=O)Cc2cccc3ccccc23)C(Cl)(Cl)Cl)c1 (stereo not drawn)
14	NC(=O)c1ccsc1NC(=O)COC(=O)Cc1ccccc1[N+](=O)[O-]
15	COc1ccc(NC(=O)C2(C)Cc3c(-c4cccc(C(F)(F)F)c4)ccnc3O2)cc1OC (stereo not drawn)
16	Cc1cc(O)c(C(C)C)cc1NC(=O)c1ccc(Cl)cc1
compound no.	9	10	11	12	13	14	15	16
ATXN2 expr inh	-12%	u	-23%	-2%	18µM*	x	u	-9%
Nrf2 ARE act	2.1%	0.1%	20%	0.0%	25%	3.2%	0.4%	3.0%
EPAC2 antagonist	15%	x	7%	2%	18%	1%	u	-6%
Nrf2 inh	u	x	u	-29%	21µM*	x	x	x
ATXN viability	i	u	i	i	16µM*	i	i	u
MCF10A rereplic	0%	x	8.2µM*	u	u	x	x	-1%
A549 tox	-2%	-3%	-21%	-8%	21µM*	x	x	-4%
TGFb SMAD3 inh	3%	0%	u	0%	3.5µM*	-3%	-13%	-8%
HepG2 viability	-23%	-1%	-73%	-46%	2.8µM*	-42%	-17%	-27%

17	N#CNC(=Nc1cccc(C(F)(F)F)c1)SCc1ccc(C(=O)O)cc1
18	COc1ccc(-c2nn(-c3ccc(F)cc3F)c3c2cnc2ccc(F)cc23)cc1
19	COc1cccc2sc(N(Cc3cccnc3)C(=O)Cc3ccccc3)nc12
20	COc1ccc(N(Cc2ccccc2)S(=O)(=O)c2cccc(C(=O)NCC3CCCO3)c2)cc1 (stereo not drawn)
21	CC1=NN(C(=O)c2ccc(Cn3cc(Br)c([N+](=O)[O-])n3)o2)C(O)(C(F)(F)F)C1 (stereo not drawn)
22	CN(C)C=NC(=O)c1cc(C(=O)c2ccc(F)cc2)c[nH]1
23	COCc1cc(C)nc(OCC(=O)N/N=C/c2ccc(OC)c(OC)c2)c1C#N
24	C/C(=N\NC(=O)C1(C)CC1(Br)Br)c1ccc(C)cc1C (stereo not drawn)
compound no.	17	18	19	20	21	22	23	24
ATXN2 expr inh	-12%	8%	x	-6%	-6%	-16%	-1%	6%
Nrf2 ARE act	u	0.2%	3.6%	0.6%	-0.4%	2.8%	3.5%	-0.1%
EPAC2 antagonist	-4%	x	x	-20%	7%	5%	2%	6%
Nrf2 inh	-1%	x	x	u	-8%	u	-25%	-2%
ATXN viability	i	i	x	i	i	i	i	i
MCF10A rereplic	u	x	x	-1%	-2%	0%	u	0%
A549 tox	1%	0%	18%	-6%	-16%	3%	-2%	-7%
TGFb SMAD3 inh	-18%	0%	u	11%	u	12%	6%	-4%
HepG2 viability	-19%	8%	-21%	1%	-51%	5%	-7%	8%

# In another format: entries from further up
nr	Structure	ATXN2 expr inh	Nrf2 ARE act	EPAC2 antagonist	Nrf2 inh	ATXN viability	MCF10A rereplic	A549 tox	TGFb SMAD3 inh	HepG2 viability
4	COc1ccc(/C=N/NC(=O)c2ccc(C)cc2)cc1CN1CCN(c2ccc(F)cc2)CC1	-11%	-0.7%	-10%	3%	i	9%	8%	u	-10%
5	CC(C)CCN(C(=O)c1ccccn1)c1c(N)n(Cc2ccccc2)c(=O)[nH]c1=O	-2%	-0.3%	36%[activator]	-2%	i	-2%	-7%	15%	8%
6	O=c1oc2ccc3ccccc3c2cc1-c1nnc(Nc2cc(C(F)(F)F)ccc2Cl)s1	4%	-0.7%	x	x	i	x	-1%	56%[activator]	-4%

# (further entries)
25	CCOc1ccccc1CNn1cnnc1
26	COc1ccc(-c2cnnn2-c2ccc(NC(=O)c3ccc(S(=O)(=O)N4CCCCC4)cc3)cc2)cc1
27	Cc1ccccc1N1C(=O)CC(Nc2ccc3c(c2)OCO3)C1=O (stereo not drawn)
28	COc1ccc(C)cc1N1C(=N)/C(=C2/Nc3ccccc3S2)C(c2ccccc2)C1=O (stereo not drawn)
29	COCCN(C(=O)COC(=O)c1ccco1)c1c(N)n(Cc2ccccc2)c(=O)[nH]c1=O
30	COc1ccc(CC(=O)Nc2ccc(S(=O)(=O)N(C)C3CCN(C)CC3)cc2)cc1
31	Cc1cc(C(O)c2ncc(-c3ccccc3)[nH]2)ccc1F (stereo not drawn)
32	COc1ccc(C(C(=O)Nc2ccc3c(c2)OCO3)N(C)C(=O)Cc2c[nH]c3ccccc23)cc1 (stereo not drawn)
compound no.	25	26	27	28	29	30	31	32
ATXN2 expr inh	x	4%	-10%	3%	5%	1%	15%	-17%
Nrf2 ARE act	-0.1%	-0.1%	-0.5%	21%	-0.8%	2.4%	-0.3%	5.6%
EPAC2 antagonist	-1%	-2%	-5%	-10%	8%	2%	0%	-1%
Nrf2 inh	10%	-28%	0%	-18%	9%	3%	x	u
ATXN viability	u	u	i	i	i	i	i	i
MCF10A rereplic	-2%	3%	4%	23µM*	1%	-8%	x	17%
A549 tox	2%	-6%	8%	9%	-5%	1%	x	-11%
TGFb SMAD3 inh	-8%	1%	-21%	24%	-5%	3%	4%	u
HepG2 viability	-4%	11%	5%	-9%	-1%	-5%	-14%	-32%

# Compound profiles (already shown). Order of values: ATXN2 expr inh, Nrf2 ARE act, EPAC2 antagonist, Nrf2 inh, ATXN viability, MCF10A rereplic, A549 tox, TGFb SMAD3 inh, HepG2 viability
# COCCN(C(=O)COC(=O)c1ccco1)c1c(N)n(Cc2ccccc2)c(=O)[nH]c1=O as listed: 5%, -0.8%, 8%, 9%, i, 1%, -5%, -5%, -1%
# COc1ccc(C)cc1N1C(=N)/C(=C2/Nc3ccccc3S2)C(c2ccccc2)C1=O (stereo not drawn) as listed: 3%, 21%, -10%, -18%, i, 23µM*, 9%, 24%, -9%
# COc1ccc(C(C(=O)Nc2ccc3c(c2)OCO3)N(C)C(=O)Cc2c[nH]c3ccccc23)cc1 (stereo not drawn) as listed: -17%, 5.6%, -1%, u, i, 17%, -11%, u, -32%
# Cc1cc(C(O)c2ncc(-c3ccccc3)[nH]2)ccc1F (stereo not drawn) as listed: 15%, -0.3%, 0%, x, i, x, x, 4%, -14%
# Cc1ccccc1N1C(=O)CC(Nc2ccc3c(c2)OCO3)C1=O (stereo not drawn) as listed: -10%, -0.5%, -5%, 0%, i, 4%, 8%, -21%, 5%

# Other entries follow.
33	COCCN1Cc2cccc(C(=O)NCCc3ccccc3)c2C1=O
34	Cc1ccc(C(=O)NCCSC(C)(C)C)cc1[N+](=O)[O-]
35	Cc1nnc(NC(=O)CSc2nc(CC(C)C)nc3c2c(=O)n(C)c(=O)n3C)s1
36	CCCSc1nc(NCc2ccco2)c2c3c(sc2n1)COC(C)(CC)C3 (stereo not drawn)
37	O=C(Nc1cccc(NC(=O)c2cccnc2)c1)c1cccnc1
38	CCCCC(CC)CNC(=O)C1CC=CCC1C(=O)O (stereo not drawn)
39	COc1ccc(N2CCN(C(=O)CSc3nnc4c(C)cc5c(C)cc(C)cc5n34)CC2)cc1
40	CSCC[C@@H](CO)NC(=O)[C@H]1O[C@@H](n2ccc(=O)[nH]c2=O)[C@H](O)[C@@H]1O
41	CCOC(=O)c1cc(-c2ccccc2)n(CCCC(=O)Nc2ccc(C)cc2C)c1C
42	COc1cccc(C(=O)N2CCC[C@H]2C(=O)N2CCC[C@H]2C(=O)N[C@H](C)c2ccccc2)c1
compound no.	33	34	35	36	37	38	39	40	41	42
ATXN2 expr inh	6%	42%[activator]	3%	-18%	-13%	-8%	-22%	2%	x	-3%
Nrf2 ARE act	-0.5%	0.8%	0.1%	3.5%	3.6%	0.1%	0.1%	-0.1%	-1.2%	-0.3%
EPAC2 antagonist	-2%	7%	21%	-13%	8%	-1%	-28%	9%	x	6%
Nrf2 inh	-12%	u	-7%	0%	-16%	-19%	u	x	x	x
ATXN viability	i	i	i	i	i	i	i	i	x	i
MCF10A rereplic	3%	5%	0%	23µM*	2%	-2%	2%	x	x	x
A549 tox	-13%	0%	-3%	13%	-8%	0%	-23%	x	6%	x
TGFb SMAD3 inh	24%	0%	-52%	-27%	-11%	-1%	-2%	5%	0%	x
HepG2 viability	0%	6%	-8%	-4%	-6%	20%	-18%	12%	-26%	x
